# Bioassay records as filed in PubChem BioAssay.
# OX1R antag-1 = antagonists of human orexin 1 receptor; O43613; CHO/OX1R cells, Fluo-8 calcium fluorescence, orexin A; inhibition, % at 5 µM; hit rate 0.43% among 330,000; AID 434989;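 active = inhibition above its plate's threshold, mean inhibition of all tested compounds on the plate plus 3 SD, cut at about 37% in these data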;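 note: 0% = orexin A challenge wells and 100% = SB-334867-A antagonist wells; not every result past the cut was called active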
# Target sequence (O43613 whole entry, looked up): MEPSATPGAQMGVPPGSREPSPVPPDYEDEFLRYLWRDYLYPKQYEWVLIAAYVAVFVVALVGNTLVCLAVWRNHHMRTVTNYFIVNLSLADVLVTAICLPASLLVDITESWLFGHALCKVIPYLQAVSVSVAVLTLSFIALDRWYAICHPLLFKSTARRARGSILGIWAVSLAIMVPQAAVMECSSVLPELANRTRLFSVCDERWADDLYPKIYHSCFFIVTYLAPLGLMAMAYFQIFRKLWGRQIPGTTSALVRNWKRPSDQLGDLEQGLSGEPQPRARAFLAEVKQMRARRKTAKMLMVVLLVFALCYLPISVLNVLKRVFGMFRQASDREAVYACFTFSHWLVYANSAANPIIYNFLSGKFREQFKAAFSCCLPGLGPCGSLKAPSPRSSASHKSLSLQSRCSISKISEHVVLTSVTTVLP
# OX1R antag-2 = antagonists of human orexin 1 receptor (OX1R) | hit rate 1.8% among 330,000 | OX1R-expressing cells, FRET antagonist read-out | AID 485270 | inhibition, % at 6.6 µM | O43613; in the data active = inhibition mostly above about 38%, no sharp cut-off; inactive = mostly below about 40%;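 note: 0% = agonist challenge alone and 100% = reference antagonist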
# Numbers without * were called inactive.
SMILES,OX1R antag-1,OX1R antag-2
COc1ccc(CN(CCCN2CCOCC2)S(=O)(=O)N(C)C)cc1OC,-10,9
CN1C(=O)C(CC(=O)Nc2ccccc2)S/C1=N/c1nccs1 (configuration not stated),-30,8
CCCn1c(SCC(=O)O)nc2ccccc21,4,14
Cc1ccc(C(=O)Nc2oc(-c3ccccc3)cc2C#N)cc1,-14,23
O=C(C1CCCN(S(=O)(=O)Cc2ccccc2)C1)N1CCCCC1 (configuration not stated),-17,5
O=C(Cn1c(=O)[nH]c2ccsc2c1=O)NC1CCCCC1,-5,11
COc1ccc(OC)c(CN2CCN(c3ccc(S(=O)(=O)N4CCCC4)cn3)CC2)c1,-31,2
CN(Cc1ccccc1)S(=O)(=O)c1ccc(NC(=S)NC(=O)C(C)(C)C)cc1,-24,11
OCCNc1nc2ccccc2n1CC(O)c1ccccc1 (configuration not stated),-1,10
COc1cccc(OCC(O)CO)c1 (configuration not stated),-6,8
OCCNc1nc(Nc2ccc(Cl)cc2)nc(N2CCCC2)n1,-37,19
CC1CCN(CC(O)COC2CCC(C(C)(C)C)CC2)CC1 (configuration not stated),-22,28
Nc1nc(NCc2ccccc2)nc(Nc2ccc(F)cc2)c1[N+](=O)[O-],-13,17
Cc1cc(C(=O)CN2C(=O)c3ccccc3C2=O)c(C)n1Cc1cccs1,-20,24
Cn1c(N)c(C(=O)COC(=O)c2cccs2)c(=O)n(C)c1=O,-2,20
Cc1cc([N+](=O)[O-])c(C(C)(C)C)cc1N,-8,7
CNC(=O)COC(=O)CNC(=O)c1cc(Cl)cc([N+](=O)[O-])c1,3,89*
O=C(Cn1cnc2ccccc2c1=O)Nc1nc2ccccc2s1,-15,4
CCC1C(C#N)=C(SCC(N)=O)NC2=C1C(=O)CC(C)(C)C2 (configuration not stated),-11,16
Cc1onc(-c2ccccc2)c1C(=O)NC(C)c1ccccc1 (configuration not stated),-23,13
COC(=O)c1ccccc1NC(=O)CSCC(=O)Nc1ccc(F)cc1,-18,19
COCCNCCCOc1ccc(C)cc1Br,-2,11
CCC(=O)N1CCc2cc(Br)cc(S(=O)(=O)N3CCC(C(=O)NCCCOC(C)C)CC3)c21,-23,17
COc1ccccc1CNC(=O)Cn1nc(C(F)(F)F)cc1C,-6,7
Cc1cccc(OCc2cc(-c3ccccc3)no2)c1C,-31,12
# (next part)
SMILES,OX1R antag-1,OX1R antag-2
CCc1cccc(C)c1NC(=O)C1CCCO1 (configuration not stated),3,13
Cc1ccc(NC(=O)Cn2c(=O)n(CCCC(=O)NCc3ccco3)c(=O)c3ccccc32)cc1,-8,6
CN(C)c1ccc(S(=O)(=O)NCC(=O)NCc2ccccc2)cc1[N+](=O)[O-],-24,11
COC(=O)CCCNC(=O)CCc1nnc(-c2ccc(-c3ccccc3)cc2)o1,9,10
CCN(C[C@H]1N[C@@](Cc2ccccc2)(C(=O)OC)[C@H]2C(=O)N(Cc3ccccc3)C(=O)[C@@H]12)C(=O)Nc1ccc(F)cc1,-9,10
Cn1cccc1Cc1nnc(SCC(=O)NCc2ccc(F)cc2)n1-c1ccc(F)cc1,-26,18
COc1ccc2cc3cc(C(=O)NCc4ccc5c(c4)OCO5)oc3nc2c1,-30,45
CC1CCCN(c2c3c(nc4ccccc24)CCCC3)C1 (configuration not stated),-45,15
Cc1ccc(S(=O)(=O)NC(=O)c2cccc(Br)c2)cc1,3,16
CC(C)c1ccc(S(=O)(=O)Nc2ccc(SC(F)F)cc2)cc1,-11,-2
COCCn1c(SCc2cccnc2)nnc1-c1c[nH]c2ccccc12,-9,-6
COc1ccc(N2CCN(CC(=O)c3ccccc3)CC2)cc1,-19,7
COc1cc(=O)n2c(-c3ccccc3)csc2n1,-24,11
CCOc1ccc(NC(=O)C2=C(C)C(=O)OC23CCC(C)CC3)cc1 (configuration not stated),-34,0
Cc1noc(C)c1COc1ccccc1C(=O)NC1CCC(C)CC1 (configuration not stated),-36,5
COc1ccc(-c2nnc(SCC(=O)NCc3cccs3)n2CC(C)C)cc1,-21,31
CC(O)Cc1cn(CC(=O)N2CCN(C(=O)OC(C)(C)C)CC2)nn1 (configuration not stated),-3,18
Clc1ccc(Cn2ccc(-c3ccc4c(c3)OCO4)n2)cc1Cl,2,38
Cc1ccc(C(=O)N2CCC(N3CCC(C(=O)N4CCOCC4)CC3)CC2)cc1C,-4,33
Cc1ccc(NC2(C(F)(F)F)N=C(c3ccccc3)NC2=O)nc1 (configuration not stated),-14,23
O=C1C(=O)N(CC2COc3ccccc3O2)c2ccccc21 (configuration not stated),8,-2
CNC(=O)c1ccccc1NC(=O)c1ccco1,-8,5
CCN(c1ccc(NC(=O)c2ccc(N3CCCC3=O)cc2)cc1)C(C)C,-22,20
CN(C(=O)CSc1nnc(-c2ccc(C(C)(C)C)cc2)n1C)C1CCS(=O)(=O)C1 (configuration not stated),-18,-4
N#CCC(=O)Nc1ccccc1C(=O)O,4,16
# New compounds follow.
SMILES,OX1R antag-1,OX1R antag-2
CC(NC(=O)Nc1ccccc1)C(c1cccs1)N1CCN(C)CC1 (configuration not stated),-10,3
Cc1oc(-c2ccc(Cl)cc2)nc1CS(=O)CC(=O)NCCCN1CCN(Cc2ccccc2)CC1 (configuration not stated),-4,17
O=C(NCc1cccnc1)C(=O)NCC1OCCN1S(=O)(=O)c1cc(F)ccc1F (configuration not stated),-19,5
CC(O)CNCCCOc1ccccc1OCc1ccccc1 (configuration not stated),-17,2
N#Cc1ccc(CSc2nnc(COc3ccccc3)n2-c2ccccc2)cc1,-22,12
c1ccc(-c2csc3ncn4nnnc4c23)cc1,11,15
Cc1cccc(C(=O)NN2S(=O)(=O)c3ccccc3S2(=O)=O)c1,1,7
CCOC(CCn1c(SCc2ccc([N+](=O)[O-])cc2)nc2ccccc2c1=O)OCC,-31,17
CCc1ccc(OC(=O)CN2C(=O)c3ccccc3C2=O)cc1,3,16
Cc1ccc(NC(=O)Cn2c(=O)c(C)nc3ccccc32)cc1,-10,12
O=C(NNC1=NCCC1)c1cccc(S(=O)(=O)N2CCCC2)c1,-5,5
COc1ccccc1-n1cc(-c2ccc(Br)cc2)[nH]c1=S,-52,9
Cc1nc2n[nH]c(N)c2c2c1CCCC2,-18,13
CC(=O)C1C(c2ccc(C)cc2)c2c(noc2C)CC1(C)O (configuration not stated),-9,12
CN(Cc1ccccc1)S(=O)(=O)c1ccc(OCC(=O)NCc2cccnc2)cc1,-20,19
CCC(C)NC(=O)CC(c1ccc(OC)cc1)n1cccc1 (configuration not stated),-10,21
COC(=O)c1ccc2c(=O)n(Cc3ccco3)c(SCC(=O)Nc3ccccc3Cl)nc2c1,-24,5
Cn1c(CCCOc2ccc(Cl)cc2Cl)n[nH]c1=S,6,28
CCOc1ccc(-c2cc(C(=O)N/N=C/c3ccc(O)cc3)c3ccccc3n2)cc1,0,5
O=C(COc1cccnc1[N+](=O)[O-])NCc1ccc(F)cc1,-29,9
COc1ccc(C2CC(=O)Nc3cc(C)c(C)cc32)c(OC)c1OC (configuration not stated),-8,-2
CCc1nn(C(C)C(=O)NCCN2CCN(c3cccc(C)c3C)CC2)c(=O)c2cc3occc3n12 (configuration not stated),-38,-3
CCc1ccc2c(c1)CCCN2C(=O)c1ccccc1C(=O)O,-15,15
COc1ccc(C(CNCC(=O)Nc2ccccc2F)N(C)C)cc1 (configuration not stated),2,0
COc1ccc(CNC(=O)c2cc(S(=O)(=O)N3CCCCC3)ccc2Cl)cc1OC,-12,8

# An excerpt from above in order of the OX1R antag-1 value, descending.
molecule | OX1R antag-1
Nc1nc(NCc2ccccc2)nc(Nc2ccc(F)cc2)c1[N+](=O)[O-] | -13
CCC(=O)N1CCc2cc(Br)cc(S(=O)(=O)N3CCC(C(=O)NCCCOC(C)C)CC3)c21 | -23
COC(=O)c1ccc2c(=O)n(Cc3ccco3)c(SCC(=O)Nc3ccccc3Cl)nc2c1 | -24

# Going on with the list.
SMILES,OX1R antag-1,OX1R antag-2
COc1ccc(OC)c(CCNC(=O)Cn2sc3nc(C)cc(C)c3c2=O)c1,55*,20
CC(=O)OC(C)(C)C#CCN1CCCC1,3,16
O=C(CCN1CCCCC1)NNC(=S)NC(=O)c1ccc(Br)cc1,-7,9
O=C(CN1C(=O)NC2(CCCCCC2)C1=O)Nc1ccccc1[N+](=O)[O-],-14,28
COc1ccc(CCC(=O)Nc2cccc(S(=O)(=O)N(C)C)c2)cc1OC,-13,8
CC(C)CNCC1OCc2ccccc2CO1,-5,10
CCOC(=O)C1C(c2ccc(C(=O)O)cc2)NC(=O)NC1(O)C(F)(F)F (configuration not stated),7,2
Cn1nc(C(=O)NCCc2ccc(S(N)(=O)=O)cc2)c2ccccc2c1=O,-3,18
Cn1nnnc1NCc1cccc(Cl)c1Cl,-4,1
CCNC(=S)N1CCN(c2nc(-c3cccc(OC)c3)cs2)CC1,-7,19
O=C(CSc1nc2ccccc2s1)NCCOc1ccccc1,-15,26
CCOc1ccc(N(CC(=O)NC(C)(C)C)C(=O)c2ccco2)cc1,-3,4
Cc1[nH]c2ccccc2c1N=Nc1ccccc1C(=O)O,-2,15
O=C(Cc1ccccc1[N+](=O)[O-])NCCC1=CCCCC1,-13,30
COC(=O)c1cc2c(ccn2-c2ccc(F)cc2)n1C(C)C,-32,10
C[C@H](CO)N1C[C@H](C)[C@@H](CN(C)Cc2ccc(C(=O)O)cc2)Oc2c(NC(=O)Cc3ccccc3)cccc2C1=O,0,2
Clc1ccccc1SCc1nc2ccccc2[nH]1,-16,24
CC1Cc2cc(C(=O)O)ccc2O1 (configuration not stated),-15,4
N#CC1=C(N)C(C#N)(C#N)[C@H](c2cccnc2)[C@H]2CN(C(=O)OCc3ccccc3)CC=C12,-31,11
COc1ccc(Cl)cc1N(CC(=O)NCC(C)C)S(=O)(=O)c1ccc(C)c([N+](=O)[O-])c1,-27,12
CN1CCN(C(CNC(=O)C(=O)Nc2ccc3c(c2)OCO3)c2ccc(F)cc2)CC1 (configuration not stated),-4,10
COc1cccc(OCC(=O)N(C)Cc2nc(-c3ccccc3)no2)c1,-13,27
CCOc1ccccc1C1C(C(=O)Nc2ccc(OC)cc2)=C(C)Nc2nc(CCCO)nn21 (configuration not stated),-8,11
CCN(CC)S(=O)(=O)c1ccc(C(=O)NCc2cccs2)cc1,2,4

# Entries from the list above containing fluorine (13):
SMILES,OX1R antag-1,OX1R antag-2
Nc1nc(NCc2ccccc2)nc(Nc2ccc(F)cc2)c1[N+](=O)[O-],-13,17
COC(=O)c1ccccc1NC(=O)CSCC(=O)Nc1ccc(F)cc1,-18,19
COc1ccccc1CNC(=O)Cn1nc(C(F)(F)F)cc1C,-6,7
CCN(C[C@H]1N[C@@](Cc2ccccc2)(C(=O)OC)[C@H]2C(=O)N(Cc3ccccc3)C(=O)[C@@H]12)C(=O)Nc1ccc(F)cc1,-9,10
Cn1cccc1Cc1nnc(SCC(=O)NCc2ccc(F)cc2)n1-c1ccc(F)cc1,-26,18
CC(C)c1ccc(S(=O)(=O)Nc2ccc(SC(F)F)cc2)cc1,-11,-2
Cc1ccc(NC2(C(F)(F)F)N=C(c3ccccc3)NC2=O)nc1 (configuration not stated),-14,23
O=C(NCc1cccnc1)C(=O)NCC1OCCN1S(=O)(=O)c1cc(F)ccc1F (configuration not stated),-19,5
O=C(COc1cccnc1[N+](=O)[O-])NCc1ccc(F)cc1,-29,9
COc1ccc(C(CNCC(=O)Nc2ccccc2F)N(C)C)cc1 (configuration not stated),2,0
CCOC(=O)C1C(c2ccc(C(=O)O)cc2)NC(=O)NC1(O)C(F)(F)F (configuration not stated),7,2
COC(=O)c1cc2c(ccn2-c2ccc(F)cc2)n1C(C)C,-32,10
CN1CCN(C(CNC(=O)C(=O)Nc2ccc3c(c2)OCO3)c2ccc(F)cc2)CC1 (configuration not stated),-4,10
